# L3MBTL1 block: L3MBTL1 (human) inhibition; Q9Y468; AlphaScreen L3MBTL1–H3K9me1 peptide binding; Potency, µM (top dose mostly 57.1 µM), without a hit: top-dose activity, negative = inhibition, most hits filed as inhibitors; 230,000 compounds, 0.66% hits; note: nearly all actives have a fitted effect of over 60% in size
# Target sequence (Q9Y468 whole entry, looked up): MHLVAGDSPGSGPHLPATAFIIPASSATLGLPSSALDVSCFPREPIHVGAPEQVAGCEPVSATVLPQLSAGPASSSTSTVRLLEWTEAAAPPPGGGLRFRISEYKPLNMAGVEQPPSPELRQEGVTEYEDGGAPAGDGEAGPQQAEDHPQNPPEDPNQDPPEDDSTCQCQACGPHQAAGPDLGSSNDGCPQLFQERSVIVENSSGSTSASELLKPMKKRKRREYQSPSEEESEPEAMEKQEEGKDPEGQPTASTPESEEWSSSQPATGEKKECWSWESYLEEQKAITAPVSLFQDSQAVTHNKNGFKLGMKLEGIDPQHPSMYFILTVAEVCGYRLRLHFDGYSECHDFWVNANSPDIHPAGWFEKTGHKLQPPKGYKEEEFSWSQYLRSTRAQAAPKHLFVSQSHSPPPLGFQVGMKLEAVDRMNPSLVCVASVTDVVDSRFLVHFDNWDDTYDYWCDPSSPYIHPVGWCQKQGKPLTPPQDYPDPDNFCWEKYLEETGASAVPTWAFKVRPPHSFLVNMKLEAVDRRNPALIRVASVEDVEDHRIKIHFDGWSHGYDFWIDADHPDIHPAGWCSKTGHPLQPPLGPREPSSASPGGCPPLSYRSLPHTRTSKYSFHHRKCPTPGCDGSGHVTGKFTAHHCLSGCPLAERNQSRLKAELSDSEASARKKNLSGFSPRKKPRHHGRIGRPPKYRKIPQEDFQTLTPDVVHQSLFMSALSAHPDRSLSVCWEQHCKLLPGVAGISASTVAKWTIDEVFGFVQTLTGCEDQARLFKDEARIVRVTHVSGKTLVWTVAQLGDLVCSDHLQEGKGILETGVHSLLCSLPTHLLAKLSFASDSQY
#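 L3MBTL1 50 nM + b-AHA-H3(1-15)K9me1 75 nM, 30 min RT; compound added, 30 min RT; streptavidin donor/Ni-chelate acceptor beads 10 ug/mL each final, 30 min RT dark; AlphaScreen read.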
# Tau fibril FP: tau fibrillization inhibition (FP); K18 P301L tau heparin fibrillization, Alexa594 FP, 6 h; Potency, µM (series often up to 57.7 µM), inactives show at the top dose activity, negative = inhibition, actives largely listed as inhibitors; 280,000 compounds, 0.39% hits; note: nearly all actives have a fitted effect of over 55% in size
# Target sequence (P10636 561-689 P618L limits assumed): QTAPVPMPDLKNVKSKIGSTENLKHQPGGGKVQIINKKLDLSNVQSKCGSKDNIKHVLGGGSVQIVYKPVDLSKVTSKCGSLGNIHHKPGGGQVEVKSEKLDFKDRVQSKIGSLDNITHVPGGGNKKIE
#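 K18 P301L tau (15 uM unlabeled/0.24 uM Alexa 594-labeled, final) + compound + heparin 20 uM final; 100 mM NaOAc pH 7; 6 hr 37 C; ThT 30 uM final added, 1 hr RT; FP ex 555/em 632 nm.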
# Tau fluor cs: counter-screen for tau fibril formation inhibitors; 280,000 compounds, 0.93% hits; tau K18 P301L Alexa594 fluorescence, heparin fibrillization; Potency, µM (series often up to 57.7 µM), without a hit: at the top dose activity change, negative = decrease; note: nearly all actives have a fitted effect of over 55% in size
#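 Human K18 P301L tau (15 uM unlabeled plus 0.24 uM Alexa 594-labeled, final) in 100 mM sodium acetate pH 7 was mixed with compound and 20 uM heparin and incubated 6 hr at 37 C.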
# Tau ThT inhib: tau fibrillization inhibition (ThT binding). P10636. recombinant tau K18 P301L, heparin-induced fibrillization, ThT fluorescence. Potency, µM (top dose mostly 57.4 µM), inactives show at the top dose activity, negative = inhibition, actives largely listed as inhibitors. 270,000 compounds, 2.1% hits; note: nearly all actives have a fitted effect of over 55% in size
#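 ThT emission at 510 nm, taken 1 hr after adding 30 uM dye, quantifies aggregates formed when 20 uM heparin acts on human tau K18 P301L for 6 hr at 37 C.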
# ALDH1A1 block: inhibitors of human aldehyde dehydrogenase 1A1. P00352. Purified ALDH1A1, NADH fluorescence, propionaldehyde substrate. Potency, µM (series often up to 75.3 µM), for inactives: at the top dose activity, negative = inhibition, usual class: inhibitors. 220,000 compounds, 7.3% hits. AID 1030; active = well fitted inhibition curve with a large enough effect, not every such curve was filed as active; inconclusive = small, poorly fitted or top-dose-only effect, or another doubt; inactive = no such curve, though single readings can be large or run the other way;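 note: plate controls were no enzyme wells and a reference inhibitor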
# GLA spleen mod: inhibitors or activators of human alpha-galactosidase in spleen homogenate; 240,000 compounds, 0.008% hits; Potency, µM (doses to about 80 µM), without a hit: at the highest dose activity change, negative = inhibition, most hits filed as inhibitors; P06280; human spleen homogenate, 4MU-alpha-Gal fluorescence, 40 min;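 note: 0% = enzyme with vehicle and -100% = no enzyme basal signal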
#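 Spleen homogenate 1 ug + cpd (titration) + 4-MU-alpha-D-galactopyranoside 1 mM; 37C 40 min; 50 mM citrate/phosphate pH 5.0, 0.01% Tween-20; stop pH 10; fluorescence 365/440; AC50 via Hill.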
# TR SRC2 fluor cs: counter-screen for TRb-SRC2 inhibitors: fluorescence interference; 280,000 compounds, 0.29% hits; Potency, µM (top dose mostly 106 µM), inactives show at the top dose fluorescence change, negative = quenching; TRb/SRC2 Texas Red total fluorescence interference; active = well fitted curve in either direction with a large enough effect; inconclusive = small, poorly fitted or top-dose-only effect
#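 Flags fluorescent or light-absorbing compounds by total fluorescence, S + 2P, at 555 nm excitation and 632 nm emission. Mixture: 20 nM Texas Red SRC2 peptide, 0.6 uM human TRb LBD, 1 uM T3, 5% DMSO; compound exposure 5 h at ambient temperature.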
# TRb-SRC2 inh: inhibitors of human thyroid hormone receptor beta-SRC2 interaction. P10828. TRbeta-SRC2 peptide binding, fluorescence polarization; receptor liganded with 1 µM T3. Potency, µM (doses to about 106 µM), inactives show at the top dose activity change, negative = inhibition, most hits filed as inhibitors. 280,000 compounds, 0.065% hits;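 note: plate controls were bound peptide for no effect and peptide without receptor for full effect; nearly all actives have a fitted effect of over 50% in size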
#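 Human TRb LBD (0.6 uM) plus Texas Red-labeled SRC2 peptide (20 nM), 1uM T3, 5% DMSO, 5 hr at ambient temperature. Decreased polarization (555/632 nm) flags inhibition; data normalized to free and bound peptide controls.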
# Starred values were filed as active, the others as inactive; ? = inconclusive; . = not tested or not shown; & = joins results of further samples; [ ] = another dose, or the depositor's remark. Unless noted, calls come from the whole dose curve; as a rule, active = well fitted curve in the direction sought with a large enough effect; inconclusive = small, poorly fitted or top-dose-only effect, or another doubt; inactive = no such curve, though single readings can be large; an effect the other way counts as inactive or inconclusive. Unless noted, % is set by controls: 0 for no effect and ±100 for the full control effect; potency is the fitted concentration of half-maximal effect.
# Order of values – L3MBTL1 block	ALDH1A1 block	TRb-SRC2 inh	Tau ThT inhib	Tau fibril FP	Tau fluor cs	GLA spleen mod	TR SRC2 fluor cs
CCCC1C(c2ccccc2)C(C#N)(C#N)C2(C#N)CC1(N)NC2=O (stereo not given)
    -3%	-3%	-6%	-13%	3%	-1%	-8%	3%
CC(C)Sc1n[nH]c2nc3c(c(=O)n12)C1(CCCC1)Cc1ccccc1-3
    4%	?	-16%	-15%	1%	-22%	-7%	1%
O=C(NCc1ccco1)c1cc2nc(-c3cccs3)cc(C(F)(F)F)n2n1
    -1%	?	-6%	?	-14%	-15%	17%	-11%
CCN1C(=O)/C(=c2\s/c(=C3\Sc4ccccc4N3C)c(=O)n2C)N(C)C1=S
    -18%	?	-3%	?	-4%	0%	-4%	0%
Cc1nnnn1/C(=C\c1ccccc1)C(=O)OCC(=O)N1CC2(C)CC1CC(C)(C)C2 (stereo not given)
    0%	4.5µM*	2%	-17%	11%	27%	5%	-2%
c1ccc2nc(N3CCCC3)c(N3CCCC3)nc2c1
    .	?	6%	-17%	?	-15%	9%	1%
CCCC1=Nc2cc(C(=O)NCc3ccc(OC)cc3)ccc2Sc2ccc(C)cc21
    .	.	-1%	-3%	-8%	-16%	.	1%
COc1ccc2c(c1)N(C)C(=O)CC(c1ccccc1)=N2
    .	4%	0%	-13%	-7%	-10%	-6%	-2%
Cc1nn(Cc2ccc(F)cc2Cl)c(C)c1[N+](=O)[O-]
    4%	-2%	-9%	-3%	-13%	-8%	5%	1%
O=C(OCc1nc2ccc(Cl)cc2n1CCO)c1ccc2c(c1)OCO2
    3%	?	-8%	-15%	-7%	-20%	-4%	1%
O=C(Cn1c(=O)n(CC2CCCO2)c(=O)c2ccccc21)N1CCN(c2ccccc2)CC1 (stereo not given)
    .	3%	0%	-11%	1%	-3%	2%	-5%
Cc1nc2ccccn2c1C(=O)N=Nc1c(O)n(CCC(C)C)c2ccccc12
    -7%	?	2%	?	3%	-3%	-8%	4%
CC(C)(C)NC(=O)c1cccc(NC(=O)c2cccc(O)c2)c1
    -1%	-4%	-14%	-9%	8%	-1%	8%	-3%
O=C(NN1C(=O)C2C3C=CC(C4CC34)C2C1=O)c1ccc(Br)cc1 (stereo not given)
    8%	4%	-1%	-4%	1%	-3%	-4%	0%
Cc1ccc(NCC(=O)N/N=C\c2ccc([N+](=O)[O-])o2)cc1
    -3%	-12%	-9%	?	-2%	-15%	-11%	-2%
CC(=O)c1cccc(NC(=O)CN(C)S(=O)(=O)c2ccccc2)c1
    7%	-7%	2%	5%	-11%	2%	-7%	1%
CCn1c(=O)n(CC)c2cc(N3CCCC3)c(NC(=O)Nc3cc(C)cc(C)c3)cc21
    .	.	6%	?	9%	-15%	.	-3%
Cc1cc(-c2nn(-c3ccccc3F)cc2CN2CCC(O)CC2)c(C)s1
    2%	12%	2%	-7%	-2%	-10%	0%	1%
CN(c1ccc(OCC(=O)OCC(=O)Nc2ccc(Br)cc2)cc1)S(=O)(=O)c1cccs1
    2%	-12%	-4%	-7%	?	?	-6%	-2%
CC(C)c1ccc(S(=O)(=O)N2CCN(C(C)C(=O)Nc3ccccc3-c3ccccc3)CC2)cc1 (stereo not given)
    3%	2.8µM*	-3%[53 µM]	5%	-8%	1%	2%	-1%[53 µM]

# (next part)
# Order of values – L3MBTL1 block	ALDH1A1 block	TRb-SRC2 inh	Tau ThT inhib	Tau fibril FP	Tau fluor cs	GLA spleen mod	TR SRC2 fluor cs
CN(C)CCCNC1CS(=O)(=O)CC1O (stereo not given)
    .	-5%	-7%	3%	12%	6%	5%	-2%
COc1cccc(CNC(=O)C2CCC(CNS(=O)(=O)c3ccc4c(c3)CCCC(=O)N4)CC2)c1 (stereo not given)
    .	.	6%	-10%	-5%	-16%	.	0%
Cc1ccc(C(=O)COC(=O)C(Cc2c[nH]c3ccccc23)NC(=O)c2ccc(Br)cc2)cc1 (stereo not given)
    .	.	-6%	5%	-7%	?	.	-5%
O=C(Cc1c(C(=O)O)[nH]c2ccccc12)NCCN1CCN(c2cccc(Cl)c2)CC1
    1%	2%	1%	-11%	7%	-6%	3%	-2%
CCOC(=O)CSC1=Nc2ccccc2C2=NC(CCC(=O)NCc3ccccc3)C(=O)N12 (stereo not given)
    .	.	1%	10%	6%	5%	.	-1%
CC1CCCCN1C(=O)CSc1nnc(-c2cccc(Cl)c2)o1 (stereo not given)
    .	.	1%	-8%	-16%	-16%	.	-3%
Cc1ccc(C(=O)N/C(=C\c2ccco2)C(=O)NCCc2c[nH]c3ccccc23)cc1
    -5%	-10%	3%	?	14%	?	-8%	-3%
CCCOc1ccc(C2c3c(oc4ccc(F)cc4c3=O)C(=O)N2CCc2ccc(OC)cc2)cc1 (stereo not given)
    .	.	4%	-4%	3%	-5%	.	1%
Cc1nc(NCCO)c2nnn(Cc3ccccc3F)c2n1
    0%	?	2%	-10%	7%	2%	-14%	1%
CC(C)c1ccc(-c2nnn(CCC(=O)O)n2)cc1
    6%	0%	-6%	-14%	0%	0%	-5%	0%
Cc1cccc(CNc2cc(-c3ccoc3)ncn2)c1
    .	?	-4%	18µM*	?	-29%	-5%	3%
CCC(=O)N1CCc2cc(CNS(=O)(=O)c3cccs3)ccc21
    .	.	-5%	-13%	0%	-4%	.	-1%
CCNC(=S)N/N=C(\C)c1ccc2c(c1)OCCO2
    -13%	?	4%	-9%	-7%	-7%	1%	0%
Cn1c(=O)n(Cc2ccccc2F)c(=O)c2c1nc1n2CCN1Cc1ccco1
    .	7.9µM*	-5%	6%	9%	-8%	5%	-2%
COc1cccc(NC(=O)CN2C(=O)COc3ccc(Cl)cc32)c1
    .	5%	-3%	-12%	-4%	-26%	2%	-1%
O=C(CCCSc1nnc(SCCCC(=O)c2ccc(F)cc2)s1)c1ccc(F)cc1
    42%[activator]	?	7%	-11%	0%	-17%	4%	1%
CCCCc1ccc(NC(=S)NCC2CCCO2)cc1 (stereo not given)
    -1%	2%	2%	-6%	9%	-10%	-6%	1%
COc1ccc(Cn2c(CCC(=O)Nc3ccc(C)cc3)nc3cccnc32)cc1
    .	10%	0%&2%	8%&-12%	10%&6%	-12%&-11%	-9%	-1%&4%
O=C(Cn1nnc(-c2ccccc2)n1)N/N=C/c1ccc(-c2ccc(Cl)cc2)o1
    -2%	?	-4%	-1%	8%	?	-3%	1%
CCC(C(=O)NCCC1=CCCCC1)c1ccccc1 (stereo not given)
    9%	3%	-1%	-10%	-1%	-9%	-3%	3%

# (further entries)
# Order of values – L3MBTL1 block	ALDH1A1 block	TRb-SRC2 inh	Tau ThT inhib	Tau fibril FP	Tau fluor cs	GLA spleen mod	TR SRC2 fluor cs
Cc1ccc2cccnc2c1
    .	?	5%	.	.	.	2%	-2%
CC(=O)Nc1ccc(Nc2nc3ccc(C)cc3n3nnnc23)cc1
    .	.	5%	?	17%	?	.	-2%
C(=N\Nc1nncc2ccccc12)/c1ccccc1
    2%	.	2%	?	-4%	-7%	4%	-2%
COC(=O)N/N=C/c1ccc(OC(=O)/C=C/c2ccco2)cc1
    -9%	-1%	3%	?	9%	-7%	3%	-3%
CCCCCCn1c(SCCN2CCOCC2)nc2c1c(=O)[nH]c(=O)n2C
    16%	4%	-3%	-12%	-4%	-10%	-5%	0%
COc1ccccc1NC(=O)Cn1c(=O)n(-c2cccc(Cl)c2)c(=O)c2sc3ccccc3c21
    .	.	-4%	17%	-20%	-13%	.	0%
O=C(CCCC(=O)OCC(=O)c1ccc(Cl)cc1Cl)Nc1cc(C(F)(F)F)ccc1Cl
    15%	?	1%	-6%	2%	-18%	-4%	-2%
CCOC(=O)N1CCN(C(=S)NC(=O)C23CC4CC(CC(C4)C2)C3)CC1
    8%	?	3%	1%	0%	1%	8%	1%
CC(C)OCCCNC(=O)c1ccc2c(c1)N(Cc1c(F)cccc1Cl)C(=O)c1ccccc1S2
    .	.	6%	-9%	-5%	-17%	.	0%
CCN1CC(O)=C(c2nc3ccccc3s2)C1=N
    .	?	1%	-14%	1%	-12%	-4%	-3%
Cc1c(=O)n(OCc2cccc(F)c2)c2ccccc2[n+]1[O-]
    -6%	?	3%	-12%	-4%	-9%	-9%	-7%
O=C(NCc1ccco1)c1ccc2ccccc2n1
    -9%	4%	-2%	-4%	-3%	-2%	-2%	-1%
COc1cccc(C(=O)Nc2cccc(OCC(=O)c3ccccc3)c2)c1
    8%	?	1%	-11%	-9%	-29%	-2%	1%
O=[N+]([O-])c1cc(-c2nc(-c3ccncc3)no2)ccc1Cl
    1%	7%	3%	?	-3%	?	2%	-2%
Cc1ccc(N2CN(Cc3cccnc3)CNC2=S)c(C)c1
    0%	1%	-1%	-2%	0%	3%	-1%	?
COc1ccc(NC(=O)C2CCN(S(=O)(=O)c3c(C)noc3/C=C/c3ccc(C)cc3)CC2)cc1Cl
    .	.	-5%	?	?	-8%	.	-6%
N#Cc1ccccc1OCC(=O)NC(=O)NCc1ccco1
    .	.	5%	0%	-2%	-2%	0%	1%
CCOc1ccc(NS(=O)(=O)c2ccc(C(=O)N3CCN(c4ncccn4)CC3)cc2)cc1
    .	2%	7%	-1%	10%	-6%	-1%	-2%
O=C(OCC(=O)c1c[nH]c2ccccc12)C1=COCCO1
    4%	0%	-20%	-2%	5%	6%	12%	2%
CC1=C(C(=O)Nc2ccccc2)C(c2cc(Br)ccc2F)n2ncc(C(=O)Nc3ccccc3)c2N1 (stereo not given)
    .	.	-4%	1%	?	-14%	.	-3%

# Entries above containing bromine:
# Order of values – L3MBTL1 block	ALDH1A1 block	TRb-SRC2 inh	Tau ThT inhib	Tau fibril FP	Tau fluor cs	GLA spleen mod	TR SRC2 fluor cs
O=C(NN1C(=O)C2C3C=CC(C4CC34)C2C1=O)c1ccc(Br)cc1 (stereo not given)
    8%	4%	-1%	-4%	1%	-3%	-4%	0%
CN(c1ccc(OCC(=O)OCC(=O)Nc2ccc(Br)cc2)cc1)S(=O)(=O)c1cccs1
    2%	-12%	-4%	-7%	?	?	-6%	-2%
Cc1ccc(C(=O)COC(=O)C(Cc2c[nH]c3ccccc23)NC(=O)c2ccc(Br)cc2)cc1 (stereo not given)
    .	.	-6%	5%	-7%	?	.	-5%
CC1=C(C(=O)Nc2ccccc2)C(c2cc(Br)ccc2F)n2ncc(C(=O)Nc3ccccc3)c2N1 (stereo not given)
    .	.	-4%	1%	?	-14%	.	-3%

# High-throughput results deposited in PubChem by National Center for Advancing Translational Sciences (NCATS).
